KLF5 inh = KLF5 expression inhibitors, primary screen, DLD-1 cells, luminescence | DLD-1 KLF5 promoter-luciferase reporter | inhibition, % at 5 µM | 290,000 tested, 0.23% active;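 active means inhibition above a per-plate limit of that plate's mean compound inhibition plus 3 SD, cut at about 60% in these data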;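 further: 0% = DMSO wells and 100% = LY294002 at 200 µM; higher means less KLF5 promoter-driven luciferase light; inactives centre near -14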
HSF-1 act = HSF-1 activators, primary screen, NIH3T3-HGL cells, MG132 stress, luminescence, single point; 300,000 tested, 1.7% active; NIH3T3-HGL HSF-1 luciferase reporter, 8 h; 100% = twice DMSO control signal; activation, % at 9 µM;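 active means mean replicate activation of at least 50% with a set share of replicates each reaching 50%; inconclusive means only one of those two conditions met; inactive means mean below 50% and too few replicates reaching it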;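 further: 0% = median of the neutral control wells and 100% = twice that signal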
HSP90 refold inh = HSP90 inhibitors, primary screen, cell lysate, luminescence. Heat shock protein HSP 90 (rabbit reticulocyte lysate; luciferase refolding). inhibition, % at 5.6 µM. Rabbit reticulocyte lysate, luciferase refolding luminescence, 3 h. 290,000 tested, 0.91% active;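 active means inhibition above the screen-wide mean plus 3 SD, computed separately per campaign, cut at about 16% in these data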;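 further: 0% = DMSO wells and 100% = 60 µM geldanamycin wells; inhibitors lower the luminescence because luciferase stays unfolded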
GSK3beta inhib = human GSK3beta kinase inhibitors, primary screen, biochemical, cell-free homogeneous, HTS; Glycogen synthase kinase-3 beta (Homo sapiens), P49841; GST-GSK3beta kinase, ADP-Glo luminescence, 60 min; active compounds read low; activity score (negative = inhibition), % at 10 µM; 300,000 tested, 0.038% active; AID 2097, 2009;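 active means more than half of replicate wells score below -50%, meaning over 50% inhibition versus plate controls; inconclusive means some replicates but at most half score below -50%; inactive means no replicate scores below -50%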;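 further: 0% = median DMSO wells and -100% = median GW8510 positive control wells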
Target sequence (P49841 whole entry, looked up): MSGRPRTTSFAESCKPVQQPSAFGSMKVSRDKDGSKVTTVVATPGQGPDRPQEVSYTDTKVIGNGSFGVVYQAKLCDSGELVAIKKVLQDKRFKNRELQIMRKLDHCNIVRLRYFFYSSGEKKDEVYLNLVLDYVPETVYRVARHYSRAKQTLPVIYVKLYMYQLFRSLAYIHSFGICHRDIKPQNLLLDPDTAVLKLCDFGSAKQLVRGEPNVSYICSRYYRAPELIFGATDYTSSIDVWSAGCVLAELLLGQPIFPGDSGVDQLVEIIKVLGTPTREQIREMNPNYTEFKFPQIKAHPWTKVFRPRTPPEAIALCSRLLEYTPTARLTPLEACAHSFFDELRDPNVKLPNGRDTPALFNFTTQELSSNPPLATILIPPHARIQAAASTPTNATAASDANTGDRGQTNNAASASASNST
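Test system: GST-fused GSK3beta enzyme, cell-free | Quantity: 1.6 ng GST-GSK3beta enzyme per well | Reagent: 25 µM ATP with peptide substrate | Schedule: 60 min enzyme reaction, room temperature | Signal: Luminescent ADP-Glo measurement of ADP formed | Read-out basis: Score relative to plate controls | Control set: DMSO and 20 µM GW8510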
HSF1 inh = HSF1 inhibitors in luciferase reporter cells, primary screen, cell-based, NIH3T3, luminescence; NIH3T3-HGL HSE-luciferase, MG132-induced, luminescence 8 h; active compounds read low; activity change, negative = inhibition, % at 7.5 µM (by protocol); 300,000 tested, 0.77% active; AID 2098, 2009;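 active means more than half of replicate wells show activity change below -50%, luminescence cut by over half; inconclusive means some wells, but at most half, below -50%; inactive means no replicate well below -50%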;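 further: luciferase reports HSF-1 transcriptional activity via heat shock element; 0% = median of DMSO wells and -100% = zero luminescence signal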
aSyn 5UTR inh = MLPCN primary screen, SNCA 5' untranslated region; inhibition, % (tested at 7.5 µM); alpha-synuclein 5'UTR reporter, inhibitor activity; AID 1813, 2009; 300,000 tested, 0.82% active; in the data active means inhibition above about 60%; inconclusive means no clear call, values can overlap the other calls;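 further: H4 neuroglioblastoma cells stably carrying SNCA 5'UTR luciferase fusion; 0% = DMSO wells and 100% = positive control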
IEC-6 tox = cytotoxicity in IEC-6 intestinal epithelial cells, primary screen, cytotoxicity control for KLF5 inhibitor project, cell-based, luminescence; IEC-6 cytotoxicity, luminescence viability; inhibition, % at 5 µM; 290,000 tested, 0.78% active; in the data active means inhibition above about 22%;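 further: 0% = plate median of test compound wells and 100% = cytotoxic reference compound wells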
PolyA inhibitor = polyadenylation inhibitors in yeast reporter cells, primary screen, luminescence, S. cerevisiae; 300,000 tested, 0.02% active; S. cerevisiae SKY197-pL101 polyadenylation reporter, beta-gal luminescence; efflux-impaired pdr1/pdr3 knockout yeast; score 100 = 6 SD above DMSO; calls only at 12 µM;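 active means lowest replicate activity score at least 50, where 100 means six control SD above control mean; inconclusive means lowest score under 50 but half or more replicates reach 50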;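 further: yeast exposed to compound for 9 h at 30 °C; higher score means more reporter readthrough which indicates perturbed polyadenylation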
AI-2 QS mod = Vibrio harveyi AI-2 quorum sensing modulators, primary screen, JMH597 strain, luminescence/OD600 ratio; Vibrio harveyi JMH597 AI-2 luminescence/OD600 ratio, 9 h; active compounds read low; strain lacks LuxN and CqsS sensors; 0 = neutral-control median; 300,000 tested, 0.4% active; AID 2094, 2009; activity change, % at 7.5 µM; in the data active means activity change below about -75%, passing the limit was not always enough; inconclusive means no clear call, values can overlap the other calls;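 further: luminescence divided by OD600 gain over 9 h not by final OD600 alone; inactives centre near 13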
GSK3A inh = blockers of GSK3A enzyme activity – biochemical, luminescence, cell-free homogeneous, HTS, primary screen. Glycogen synthase kinase-3 alpha (Homo sapiens), P49840. GSK-3 alpha kinase, ADP-Glo luminescence, 60 min. inhibition, % at 10 µM. 320,000 tested, 0.1% active;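 in the data active means inhibition above about 50%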;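 further: GST-tagged GSK-3 alpha with peptide substrate and 25 µM ATP; 0% = DMSO neutral wells and 100% = GW8510 positive control wells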
Target sequence (P49840 whole entry, looked up): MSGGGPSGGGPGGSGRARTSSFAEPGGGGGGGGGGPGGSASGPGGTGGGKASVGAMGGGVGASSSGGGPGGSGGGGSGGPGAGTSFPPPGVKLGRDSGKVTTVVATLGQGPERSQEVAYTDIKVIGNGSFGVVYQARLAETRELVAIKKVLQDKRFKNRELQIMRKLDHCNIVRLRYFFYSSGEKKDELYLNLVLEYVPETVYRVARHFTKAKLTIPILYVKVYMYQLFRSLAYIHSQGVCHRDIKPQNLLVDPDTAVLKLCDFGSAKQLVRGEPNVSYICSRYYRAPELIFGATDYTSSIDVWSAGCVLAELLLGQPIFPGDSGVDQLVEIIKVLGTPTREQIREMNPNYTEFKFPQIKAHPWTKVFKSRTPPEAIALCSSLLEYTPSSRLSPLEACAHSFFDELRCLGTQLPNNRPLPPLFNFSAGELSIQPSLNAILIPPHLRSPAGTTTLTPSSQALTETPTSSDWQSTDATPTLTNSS
Active calls of the source: *; i = inactive; ? = inconclusive; . = no result given.

SMILES | KLF5 inh | HSF-1 act | HSP90 refold inh | GSK3beta inhib | HSF1 inh | aSyn 5UTR inh | IEC-6 tox | PolyA inhibitor | AI-2 QS mod | GSK3A inh
Nc1cc(N)cc(C(=O)OCC(=O)Nc2cc(S(=O)(=O)N3CCCCC3)ccc2Cl)c1 | -5 | 3 | 10 | 1 | -14 | 15 | -2 | i | 7 | -4
CCOC(=O)C1(CC2CCCCO2)CCN(Cc2nc3ccccc3[nH]2)CC1 (centres undefined) | -23 | -97 | 2 | -1 | -97* | -29 | 2 | i | 18 | -1
O=C(N/N=C/c1ccoc1)c1cc(Br)ccc1O | -32 | -21 | 4 | -1 | -3 | -4 | 9 | i | -3 | -2
CCN(CC(=O)Nc1ccc(NC(C)=O)cc1)C(=O)C(c1ccccc1)c1ccccc1 | 17 | 9 | -6 | -3 | 2 | -5 | 3 | i | 9 | 5
Cc1c(C(=O)OCC(=O)c2ccc3c(c2)OCCO3)oc2ccccc12 | -24 | 33 | 3 | -2 | 6 | -26 | 5 | i | 6 | -1
COc1ccc(OC)c(-c2csc(NC(=O)Cc3ccccc3)n2)c1 | -16 | 14 | -1 | -1 | 6 | -56 | 0 | i | 23 | 3
O=C(N/N=C/c1ccc2nccnc2c1)c1ccncc1 | -24 | -3 | 5 | -27 | -15 | -2 | 6 | i | 17 | 4
c1ccc(C2=Nc3cccnc3C(c3ccccc3)=NN2)cc1 | -2 | 9 | 0 | . | -4 | 18 | 1 | i | . | -2
CCCCCCSc1ccc([C@@H]2[C@H]3C(=O)N(C)C(=O)[C@H]3[C@]3(C(=O)OC)CCCCN23)cc1 | . | 22 | . | 2 | -4 | 27 | . | i | 15 | -3
CCOc1ccccc1NC(=O)CSc1nnc(CNC(=O)c2ccco2)o1 | -1 | 2 | 0 | 3 | -3 | 9 | 3 | i | 14 | -2
N#Cc1ccc2c(c1)NC(=O)C1CCCN21 (centres undefined) | -18 | -40 | -1 | -4 | -28 | 7 | 2 | i | 41 | 3
Cc1ccc(S(=O)(=O)N(C)c2ccc(C(=O)N3CCOCC3)cc2)cc1 | -4 | 10 | -3 | 0 | 3 | -19 | 0 | i | 1 | -2
CC(C)CN(CCCNC(=O)CN1C(=O)COc2ccc(S(=O)(=O)N3CCOCC3)cc21)CC(C)C | -9 | 12 | -8 | 1 | -4 | 13 | -3 | i | 12 | -1
O=C(Nc1ccc(Cl)c(Cl)c1)Nc1ccc([N+](=O)[O-])cn1 | -39 | 15 | 5 | -3 | -6 | -20 | -2 | i | 5 | 2
CCC(O)(C#CCN1CCCCC1)CC | -24 | -13 | -2 | 1 | 1 | 2 | -1 | i | 8 | -2
CCSc1nsc(SCC)c1C(N)=O | -16 | 19 | -3 | -2 | -2 | 6 | -3 | i | 10 | 3
Cc1nc(CCN2C(=O)c3ccccc3C2=O)cs1 | -34 | 10 | 0 | 2 | 8 | -13 | 0 | i | 7 | 3
Cc1ccc(C2(c3noc(CN(C)Cc4cccnc4)n3)CCCC2)cc1 | -4 | -39 | 3 | 4 | -25 | 10 | 0 | i | 14 | -2
CCC(C)(C)NC(=O)c1cc(C(=O)OC)cc([N+](=O)[O-])c1 | 14 | -10 | -2 | 3 | -9 | 11 | 3 | i | 16 | -1
COc1ccc(CNc2ccc3c(c2)nc(C)n3C)cc1OC | -59 | 6 | 3 | -5 | 1 | -51 | -6 | i | 16 | -1
COc1ccc(C2C3C(=O)N(N(C)c4ncc(C(F)(F)F)cc4Cl)C(=O)C3ON2C)cc1 (centres undefined) | 0 | -2 | 4 | 1 | -2 | 35 | 5 | i | 8 | -1
CN(Cc1nccs1)C(=O)C1CCC(=O)N(Cc2ccccc2F)C1 (centres undefined) | -23 | -5 | 0 | -2 | 3 | -29 | -3 | i | 8 | 0
O=C(CCCOc1ccccc1)NC1CCCc2ccccc21 (centres undefined) | -48 | -7 | -5 | 0 | -12 | 17 | -3 | i | 11 | -2
Cc1ccc(S(=O)(=O)N2CCC(C(=O)N3CCc4ccccc43)CC2)cc1 | -16 | -1 | 0 | 3 | -1 | 14 | -1 | i | 33 | -2
O=C(/C=C/c1ccc(Cl)cc1)Nn1c(-c2cccs2)nc2ccccc2c1=O | -12 | -4 | 5 | 1 | 0 | -27 | 0 | i | 8 | -10
CNC(=S)N1CCC(c2nc3ccccc3s2)CC1 | -43 | 16 | -5 | -1 | 3 | -35 | -2 | i | 5 | -3
COC(=O)CCc1c(C)c(C#N)c2nc3ccccc3n2c1N1CCCC1 | -13 | 11 | 4 | -1 | 7 | 18 | -1 | i | 25 | 2
COc1ccccc1-c1nnc(SCC(=O)O)n1-c1ccccc1 | -27 | 8 | 0 | 0 | -1 | -15 | 4 | i | 9 | 0
CCOC(=O)N1CCN(C(=O)c2ccc3c(=O)n(-c4ccccc4F)c(=S)[nH]c3c2)CC1 | 8 | 8 | -1 | 1 | 3 | -9 | 2 | i | 11 | -2
O=C(CCSCc1ccccc1Cl)NC1CCCCC1 | -45 | 9 | 3 | 3 | 15 | 14 | 3 | i | 13 | -3
CC1C(=O)N2CCCc3cc(NC(=O)C4CCCCC4)cc1c32 (centres undefined) | . | 10 | . | 1 | 3 | 10 | . | i | 27 | -8
CC1(C(=O)N2CC3(CC(c4cccc([N+](=O)[O-])c4)=NO3)C[C@H]2C(=O)NCC(N)=O)CC1 (some centres undefined) | -30 | -5 | 0 | 1 | 5 | -3 | -4 | i | 7 | -1
COc1ccc(-c2nc3c(-c4ccc(Cl)cc4)cnn3cc2C)cc1F | 11 | -10 | 0 | 2 | -3 | 14 | -7 | i | 4 | 0
COc1ccc(CCNC(=O)c2ccc(COc3ccccc3OC)o2)cc1 | -33 | -7 | 0 | 1 | -7 | 1 | 2 | i | 29 | -2
O=C(c1ccccc1)c1cccc(NC(=O)C2CC2)c1 | -29 | -11 | 1 | 0 | -2 | -4 | 3 | i | 13 | 3
CC(C)Cc1[nH]c(=O)c(C#N)c2c1CCCC2 | -21 | 13 | 1 | 1 | 6 | 6 | -3 | i | 28 | 0
CC(=O)Nc1ccc(OC(=O)COc2ccc(Br)cc2)cc1 | 2 | -1 | 2 | -2 | -2 | 27 | -11 | i | 7 | -1
O=[N+]([O-])c1ccc(CN2CCN(c3ccc4ccccc4n3)CC2)cc1 | -15 | 13 | -1 | 6 | 4 | 1 | -1 | i | 8 | -2
N=c1ccn(Cc2ccccc2Cl)cc1 | -15 | -22 | -2 | 0 | -5 | 3 | 5 | i | 22 | -1
CC1(C(=O)OCc2cc(=O)n3cc(Br)ccc3n2)CC1(Cl)Cl (centres undefined) | -147 | . | 1 | 0 | . | -140 | -5 | i | 23 | 7
O=C(Nc1cccc(Cl)c1)N1CCOCC1 | -18 | -65 | -1 | 2 | -55* | -8 | -1 | i | 16 | -2
Cc1nn(CCOc2ccccc2)c(=O)n1-c1ccc(Cl)cc1 | -35 | 3 | 1 | 1 | 4 | -49 | 1 | i | 23 | .
COc1ccc(NC(=O)CCCC2CCCCC2)cc1S(=O)(=O)N1CCCCC1 | -17 | 4 | 1 | -1 | -1 | 32 | -2 | i | 27 | -4
COc1cccc(-n2nc(C(C)=O)c(C#N)c2-c2ccco2)c1 | 6 | 32 | -1 | -3 | 2 | 11 | 4 | i | -2 | .
O=c1c2ccccc2nc(-c2ccc([N+](=O)[O-])cc2)n1O | -23 | 0 | 2 | -1 | 2 | 13 | -5 | . | 80 | 0
CC(OC(=O)c1cc(=O)[nH]c2ccccc12)C(=O)c1ccccc1 (centres undefined) | -6 | -10 | -1 | 1 | -5 | -12 | 3 | i | 13 | -2
COc1cccc(NC(=O)CSc2nc3c(sc4ccccc43)c(=O)n2CCCN2CCCC2)c1 | -25 | -11 | 2 | 0 | 6 | -16 | -1 | i | -1 | 0
O=C(Nc1nnc(CC(=O)N2CCOCC2)s1)C1COc2ccccc2O1 (centres undefined) | -14 | -12 | 0 | 4 | -2 | 13 | 5 | i | -2 | 0
Cc1ccc(S/C=C\C(=O)c2ccccc2)cc1 | -72 | 118* | 7 | -1 | 85 | -47 | 3 | i | ? | 6
CCCCCCc1nc(C(N)=O)c2[nH]c(=O)n(-c3ccc(OC)cc3OC)c2n1 | 7 | 7 | 1 | 0 | 1 | 31 | 1 | i | 22 | -4
COc1ccccc1NC(=O)c1coc(=O)c(Br)c1 | -10 | -3 | 55* | -7 | -14 | -63 | 3 | i | 1 | 1
COC(C/C=C\[C@@H](O)[C@@H](C)OCc1ccccc1)OC | . | 14 | . | 1 | 3 | 0 | . | i | 21 | -6
O=c1c2ccccc2c(-c2ccccc2)nn1Cc1c(Cl)cccc1Cl | -20 | 6 | -1 | 0 | 9 | 32 | -1 | i | -1 | -1
S=c1nc(C23CC4CC(CC(C4)C2)C3)nc2sccn12 | -6 | 34 | 4 | 1 | 17 | -162 | -3 | i | 31 | -1
Clc1nc(NCc2ccco2)nc(N2CCCCC2)n1 | -11 | -5 | 1 | -1 | -4 | -12 | -11 | i | 14 | -1
Cc1ccc(C)c(OCc2cc(C(=O)N3CCNC(=O)C3)no2)c1 | -25 | 12 | 1 | 0 | -1 | -2 | 3 | i | -1 | -2
Cc1cccc(C)c1NC1=NC(=S)N(c2ccc(C(=O)O)cc2)C12CCCCC2 | -57 | -3 | -4 | -2 | 1 | 17 | -3 | i | 11 | .
CCn1nnc2cc(C(=O)NCCc3ccccc3F)ccc21 | 4 | 22 | 43* | -1 | 4 | 63* | 4 | i | 28 | 3
Cc1ccc(CNS(=O)(=O)c2ccc(Br)s2)cc1 | -35 | 5 | 1 | -1 | 4 | -8 | 3 | i | 25 | -3
CC(C)(C)c1ccc(C(=O)NN=C2CCCC2)cc1 | -20 | -15 | 1 | 0 | -5 | 11 | 3 | i | 0 | 1
Cc1cccc(OCCCOc2cccc3cccnc23)c1C | -5 | 31 | 1 | 1 | 22 | -39 | 4 | i | 20 | -1

Assay outcomes: PubChem BioAssay, several laboratories

Some of the compounds tested (hit frequency here may not be typical).
